Screening data as filed in PubChem BioAssay.
PPARg SRC-1 ag: PPARgamma agonists recruiting SRC-1 coactivator, primary screen, biochemical | PPARgamma-SRC-1 coactivator recruitment biochemical assay | 200,000 compounds, 0.41% hits | AID 631, 2007 | Peroxisome proliferator-activated receptor gamma (Homo sapiens), P37231 | activation, % at 8 µM; in the data active means activation above about 19%;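 further: 0% = DMSO and 100% = reference agonist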
Target sequence (P37231 whole entry, looked up): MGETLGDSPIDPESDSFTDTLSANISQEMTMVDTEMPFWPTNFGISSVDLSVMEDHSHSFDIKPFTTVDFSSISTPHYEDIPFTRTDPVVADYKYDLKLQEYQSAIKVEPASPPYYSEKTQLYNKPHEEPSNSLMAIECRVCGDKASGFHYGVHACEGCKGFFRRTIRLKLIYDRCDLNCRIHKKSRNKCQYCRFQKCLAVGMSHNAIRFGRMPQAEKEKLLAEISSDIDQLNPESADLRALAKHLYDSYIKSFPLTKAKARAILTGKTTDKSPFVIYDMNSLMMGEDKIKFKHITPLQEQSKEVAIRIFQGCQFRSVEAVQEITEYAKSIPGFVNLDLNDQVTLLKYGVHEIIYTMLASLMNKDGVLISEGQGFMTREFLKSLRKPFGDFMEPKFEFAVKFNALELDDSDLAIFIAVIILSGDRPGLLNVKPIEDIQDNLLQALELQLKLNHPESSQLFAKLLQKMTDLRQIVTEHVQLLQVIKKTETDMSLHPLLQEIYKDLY
RAM network inh: inhibitors of the yeast RAM network, primary screen, dse1pr::URA3 reporter, 5-FOA selection; S. cerevisiae dse1pr::URA3 reporter, 5-FOA growth OD615, 2 d; analog-sensitive cbk1-as2 kinase mutant strain; inhibition, % at 50 µM; 190,000 compounds, 1.8% hits; AID 868, 2007;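 active means inhibition above a set limit, 3 SD over mean compound inhibition, cut at about 8.4% in these data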;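 further: 0% = DMSO-only wells with no growth and 100% = 10 µM 1-NA-PP1 full growth; inhibition rescues growth on 5-FOA so higher OD means more RAM inhibition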
ROMK primary: ROMK potassium channel modulators, primary screen, cell-based, thallium flux, MLSMR library; Tet-inducible ROMK, thallium flux fluorescence; actives lie on both sides; 130,000 compounds, 2% hits; ATP-sensitive inward rectifier potassium channel 1 (Homo sapiens), P48048; AID 1918, 2009; B-score at 10 µM;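 active means signal ratio slope over the read window, or its plate-corrected B-score, at least 3 SD from the plate mean, either direction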;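 further: B-score of the F/F0 ratio slope over 7 to 12 s after thallium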
STAT3 blocker: IL-6 driven STAT3 reporter inhibitors, primary screen, U3A cells, luciferase, luminescence, MLSCN library. IL-6 STAT3-luciferase reporter; host cell line lacks STAT1. inhibition, % at 5.5 µM. 190,000 compounds, 0.89% hits;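 active means inhibition above the mean inhibition across all screened compounds plus 3 SD, cut at about 44% in these data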;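 further: 0% = DMSO only wells and 100% = 100 µM nifuroxazide control wells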
TLR4-MyD88 BLA: inhibitors of TLR4-MyD88 association in cells, primary screen, cell-based, HeLa CL3-4, BLA complementation, FRET ratio | HeLa CL3-4 TLR4/MyD88 BLA complementation | Toll-like receptor 4 (Homo sapiens) + Myeloid differentiation primary response protein … | AID 861, 2007 | 200,000 compounds, 0.18% hits | inhibition, % at 8.4 µM; in the data active means inhibition above about 25%;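 further: 0% = vehicle and 100% = reference inhibitor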
STAT3 activator: IL-6 driven STAT3 reporter potentiators, primary screen, U3A cells, luciferase, luminescence, MLSCN library; IL-6 STAT3-luciferase reporter; 100% = signal with IL-6 EC80 alone; activation (% of control), % at 5.6 µM; 190,000 compounds, 0.91% hits;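 active means activation above the screen-wide mean of compound activation plus 3 SD, cut at about 130% in these data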;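 further: 0% = background luminescence of wells with medium and substrate only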
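Material: STAT3-luciferase reporter U3A cells. Controls: IL-6-treated wells, 100% activation. Read-out: % activation versus median of IL-6-stimulated wells. Probe or stimulus: IL-6 stimulus at 33 ng/mL final. Timing: compound 1 h, then IL-6 6 h at 37 °C. Signal: reporter luminescence signal.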
STAT1 blocker: STAT1 signaling inhibitors, primary screen, cell-based, HTS, luciferase reporter | NIH 3T3 STAT1-luciferase reporter, IFN-gamma, luminescence | inhibition, % at 5.5 µM | 200,000 compounds, 0.35% hits;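 active means inhibition above a set limit, the mean inhibition across all tested compounds plus 3 SD, cut at about 34% in these data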;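 further: 0% = IFN-gamma with DMSO and 100% = IFN-gamma with 300 µM nifuroxazide; values of inactives mirror those of a sister screen read the other way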
SRC2 TRFRET art: TR-FRET signal artefacts, primary screen, artefact control for PPARgamma SRC-2 agonist project, biochemical. AID 1049, 2008. TR-FRET ratio at 8 µM. 200,000 compounds, 0.4% hits. TR-FRET artefact counter-screen; hits give high values; in the data active means TR-FRET ratio above about 2000; further: inactives centre near 1500
PPARg SRC-2 ag: agonists of PPARg-SRC-2 recruitment, primary screen, biochemical, HTS; AID 1032, 2008; activation, % at 8 µM; PPARgamma LBD-SRC-2 recruitment; 200,000 compounds, 0.34% hits; in the data active means activation above about 22%;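 further: 0% = vehicle and 100% = reference agonist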
S1P3 antag: S1P3 receptor antagonists, primary screen, cell-based; inhibition, % at 4.98 µM; CHO S1P3 NFAT-BLA reporter, FRET fluorescence, antagonist mode; 170,000 compounds, 0.27% hits; Sphingosine 1-phosphate receptor 3 (Homo sapiens), Q99500;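 active means inhibition above the plate cutoff, the mean inhibition of test wells on that plate plus 3 SD, cut at about 28% in these data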;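 further: cells challenged with S1P at its EC80 of 0.8 µM; blue over green emission ratio from cleaved BLA substrate after 4 h stimulation; 0% = S1P-stimulated wells and 100% = unstimulated DMSO-only wells; some compounds past the cut are filed as inactive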
Target sequence (Q99500 whole entry, looked up): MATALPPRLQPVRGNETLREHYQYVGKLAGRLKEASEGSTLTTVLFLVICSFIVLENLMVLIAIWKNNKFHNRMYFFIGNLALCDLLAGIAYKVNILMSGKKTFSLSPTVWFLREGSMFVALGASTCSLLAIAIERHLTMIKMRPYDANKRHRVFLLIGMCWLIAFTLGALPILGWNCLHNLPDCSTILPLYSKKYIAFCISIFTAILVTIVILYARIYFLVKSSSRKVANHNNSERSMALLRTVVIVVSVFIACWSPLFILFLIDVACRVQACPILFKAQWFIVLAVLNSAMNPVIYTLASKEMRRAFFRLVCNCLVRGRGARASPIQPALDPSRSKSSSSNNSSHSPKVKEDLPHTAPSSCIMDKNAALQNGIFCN
PPARg SRC-3 ag: PPARgamma agonists recruiting SRC-3 coactivator, primary screen, biochemical | biochemical PPARgamma/SRC-3 coactivator recruitment assay | activation, % at 8 µM | 200,000 compounds, 0.26% hits; in the data active means activation above about 23%;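 further: 0% = DMSO and 100% = reference agonist; some compounds past the cut are filed as inactive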
An asterisk follows results filed as active; . = not tested or not shown. Hits appear at their usual frequency. Share with any hit: about 5.6%.

Below each SMILES: PPARg SRC-1 ag	RAM network inh	ROMK primary	STAT3 blocker	TLR4-MyD88 BLA	STAT3 activator	STAT1 blocker	SRC2 TRFRET art	PPARg SRC-2 ag	S1P3 antag	PPARg SRC-3 ag
> N/C(=N\OC(=O)COc1ccc(Cl)cc1Br)c1ccncc1
  0	-0.7	-0.14	7	-2	99	-63	1708	2	12	3
> Cc1ccc(-c2cc(C(=O)NCCc3ccc(S(N)(=O)=O)cc3)c3ccccc3n2)cc1
  5	4.8	-0.18	11	-10	96	-6	1559	9	1	8
> CCOC(=O)C1=C(C)NC(C)=C(C(=O)OCC)C1c1ccccn1
  3	3.4	-0.053	18	-1	90	-3	1592	-2	-29	10
> CN(C)c1ccc(/C=C/C(=O)c2cccc(Br)c2)cc1
  2	4.9	.	7	63*	98	-12	1606	9	.	3
> CCOc1ccccc1OCC(=O)NCCc1ccc(S(N)(=O)=O)cc1
  3	2.3	0.066	9	-5	100	4	1808	5	-10	3
> CC#CCCCC(=O)Nc1cc(OC)nc(OC)n1
  -1	0.0	.	10	0	95	-4	1502	-2	3	10
> O=C(c1ccc(F)cc1F)N(Cc1ccccn1)Cc1ccco1
  6	-0.2	-0.68	5	-13	98	-4	1477	-9	3	-4
> O=C1SC(c2ccccc2)=N/C1=C/c1ccco1
  4	4.7	.	6	-7	95	1	1452	9	-20	3
> CCOc1cc(-c2c(C)c(C)nc(N)c2C#N)ccc1O
  -3	3.1	.	-9	2	111	1	1580	-5	-28	7
> CC(C)OC(=O)CSc1nc(N)c(C#N)c(-c2ccco2)c1C#N
  3	4.7	.	10	-11	95	-4	1762	11	.	8
> O=C(CN(C1CCCCC1)S(=O)(=O)c1ccc(Cl)cc1)NCc1cccnc1
  2	1.4	0.11	9	-9	97	5	1510	-4	-50	-8
> CN(C)CCCN=Cc1c(-c2ccccc2)[nH]n(-c2nc3ccccc3s2)c1=O
  4	1.6	-0.69	-18	-8	124	-14	1665	9	7	3
> COc1cc(C(=O)Nc2sc(C(=O)N3CCOCC3)c(C)c2C#N)cc(OC)c1OC
  3	2.9	.	-5	-2	106	4	1598	4	.	-5
> CSCCC1NC(=O)N(CC(=O)N2N=C(c3ccc(Cl)cc3)CC2c2ccco2)C1=O (stereo not drawn)
  1	2.1	-0.95	20	-12	86	-2	1561	-1	-9	1
> COc1ccccc1CNC(=O)COC(=O)c1cc(C)oc1C
  9	2.1	-0.42	7	-4	99	-5	1663	14	2	4
> CCOc1ccc2[nH]cc(C(=O)O)c(=O)c2c1
  6	0.3	.	5	0	99	4	1808	13	-2	8
> O=C(CN1CCC(O)(c2ccccc2)CC1)Nc1ccc2c(c1)OCCO2
  9	0.8	0.41	1	2	101	-1	1686	9	-16	4
> CCCNC(=O)c1cc2cc([N+](=O)[O-])ccc2s1
  -3	3.0	-0.018	38	-12	72	-7	1647	6	-8	0
> O=[N+]([O-])c1ccc(NC(=S)N2CCN(c3ccc(F)cc3)CC2)cc1
  6	5.3	.	9	8	93	12	1417	0	.	-1
> COc1ccc(C(=O)NCc2nnc(SCC(=O)Nc3nnc(C)s3)o2)cc1OC
  -7	0.5	1.7	22	-7	88	-5	1638	1	-8	3
> CCNC(=O)/C(=C/c1ccc2c(c1)OCO2)NC(=O)c1ccc(Br)cc1
  7	2.5	.	-4	3	103	0	1562	2	.	-6
> Oc1ccc(/C=N/NC(=S)NCCN2CCOCC2)c(O)c1
  7	1.3	0.57	14	-2	90	0	1748	-1	-15	6
> CCCc1cc(C(=O)NCCc2ccccc2)no1
  2	1.1	.	-3	10	102	-19	1665	4	-22	3
> O=C(Nc1ccc2c(c1)OCO2)N1CCC(CO)(CC2CCCCO2)CC1 (stereo not drawn)
  4	0.0	-0.36	-3	10	108	-6	1635	-6	-10	1
> CC(C)Oc1cccc(-c2nnc(SCC(=O)Nc3ccc4c(c3)OCCO4)n2N)c1
  3	4.5	.	-1	3	105	7	1664	-3	.	-2
> COc1ccc(NC(=O)Cn2cccc2)cc1Cl
  -9	1.4	1	6	-6	97	-1	1599	-2	-12	-5
> O=[N+]([O-])c1ccccc1Oc1ccccc1Cl
  2	3.4	-0.19	18	4	85	3	1628	2	3	4
> COc1ccc(N2CCN(C(=O)c3ccc(C)cc3Cl)CC2)cc1
  -3	0.1	-1.4	7	10	97	0	1452	-1	14	2
> Cc1cc(/C([O-])=C(/C(=S)Nc2ccccc2)[n+]2ccccc2)c(C)n1-c1ccccc1
  7	0.1	-0.29	-22	-11	116	-5	1577	6	.	-5
> Cc1nn(CC2CC2)c(=O)n1-c1ccc(Cl)cc1
  4	1.4	-0.029	2	8	102	-9	1429	4	3	1
> Nc1ccc(Oc2ccc3nc(-c4ccccc4)c(-c4ccccc4)nc3c2)cc1
  -7	1.3	0.52	0	1	107	-14	1316	-7	.	6
> CCn1ccnc1CN1CCc2c([nH]c3ccccc23)C1C1CCCCC1 (stereo not drawn)
  2	0.6	0.16	-26	8	125	13	1402	-2	8	-2
> Cc1ccc(C)c(N2CCN(C(=O)C3CCN(c4nnc(N5CCCC5=O)s4)CC3)CC2)c1
  2	.	.	13	-18	92	8	1556	0	15	5
> Cn1c2c(c(=O)[nH]c1=O)C(c1cccc(O)c1)C1=C(N2)c2ccccc2C1=O (stereo not drawn)
  6	3.0	.	17	-2	91	13	1701	7	-2	3
> COC(=O)C(C(=O)N1CCN(C)CC1)C1CCCCCC1 (stereo not drawn)
  2	0.0	0.49	5	-8	97	2	1708	6	-12	-3
> CCOc1nc(NC(=O)NS(=O)(=O)Oc2ccccc2Cl)nc(-c2ccccc2)n1
  3	0.1	-1.2	-4	-14	110	-3	1542	4	.	3
> Cc1cc(N2CCOCC2)nc2ccc(NC(=O)CCC(=O)N3CCC(C)CC3)cc12
  -3	0.8	.	-4	-9	106	-11	1479	10	17	1
> CN(c1ccc(C(=O)NCC2CCCO2)cc1)S(C)(=O)=O (stereo not drawn)
  4	-0.1	0.087	0	-9	100	6	1451	5	.	11
> Cc1cc(C(=O)Nc2ncn[nH]2)ccc1[N+](=O)[O-]
  0	1.2	.	8	-12	96	-2	1626	-5	3	-2
> Cn1c(C(=O)OC(C(=O)NC2CCCCC2)c2ccccn2)cc2sccc21 (stereo not drawn)
  -2	2.2	.	-6	21	109	5	1560	-2	.	1
> Cc1cc(NC(=O)Cc2ccccc2)no1
  1	2.0	0.61	12	0	93	-10	1778	4	-4	-1
> O=C(c1ccc(F)cc1)N(NC(=O)C(O)(c1ccccc1)c1ccccc1)c1ccccc1
  4	5.2	-0.23	-11	-3	107	5	1697	2	-3	-3
> O=S(=O)(c1cccs1)N1CCN(c2ccccn2)CC1
  7	1.3	.	5	-2	101	5	1399	-1	6	9
> Cc1ccc(S(=O)(=O)N/N=C/c2ccc(O)c(O)c2)cc1[N+](=O)[O-]
  2	0.8	-0.4	-4	-2	106	8	1642	-2	-9	1
> CCOC(=O)c1c(N)sn(-c2ccccc2C)c1=S
  1	2.7	0.47	7	5	98	2	1547	1	-10	10
> O=C(CN1C(=O)CSC1=O)Nc1ccc(N2CCOCC2)cc1
  -3	1.3	.	-4	1	106	-2	1358	-9	-16	-4
> Cc1ccccc1OCCSc1nnc(-c2cccnc2)n1N
  5	3.5	.	10	4	95	1	1566	-1	4	5
> CCOC(=O)CS(=O)(=O)c1nc(-c2ccc(F)cc2)cc(C(F)(F)F)n1
  -1	-1.1	.	9	7	98	34*	1469	-3	10	-1
> NC(=O)NCc1cccnc1
  -5	0.8	.	3	-14	102	0	1312	0	-16	-1
> CCOC(=O)c1c(C)[nH]c(C(=O)COC(=O)C23CC4CC(CC(Cl)(C4)C2)C3)c1C
  -1	2.1	-0.42	12	2	94	7	1405	16	.	4

Following part:
Below each SMILES: PPARg SRC-1 ag	RAM network inh	ROMK primary	STAT3 blocker	TLR4-MyD88 BLA	STAT3 activator	STAT1 blocker	SRC2 TRFRET art	PPARg SRC-2 ag	S1P3 antag	PPARg SRC-3 ag
> CCC(C)c1ccc(OCC(=O)Nc2ccc3[nH]c(=O)[nH]c3c2)cc1 (stereo not drawn)
  4	2.8	.	2	-3	101	-1	1718	6	-3	4
> CCCCNC(=O)COC(=O)CCC(=O)c1ccc(F)cc1
  -5	0.4	-0.14	4	12	102	-7	1536	-2	.	-4
> O=C(Cc1ccc(Cl)cc1)Nc1cccc(S(=O)(=O)Nc2ccccc2F)c1
  -5	7.9	-0.94	14	5	86	1	1571	3	-1	0
> Nc1nc(-c2ccccc2)c(-c2ccccc2)s1
  5	2.0	-0.14	2	-7	104	-7	1479	2	.	9
> CC(=O)c1ccc(NC(=O)CO/N=C(\C)c2cccs2)cc1
  11	0.4	-0.25	15	14	88	5	1589	6	3	6
> Cc1ccc(S(=O)(=O)NC(C)(C)CSc2nnc(N)s2)cc1
  1	-0.8	.	10	0	95	6	1596	-1	-23	13
> Cn1c(-c2cccc(Br)c2)cnc1NCc1cccnc1
  0	-1.0	-0.88	11	6	94	1	1550	-8	0	2
> O=C(NNS(=O)(=O)c1ccccc1)c1cccs1
  6	0.4	.	8	-10	97	7	1521	2	-20	1
> COc1cc(/C=N/NC(=S)Nc2cccnc2)cc(OC)c1O
  -10	0.7	-0.0026	7	11	100	2	1549	-3	-12	-6
> O=C(Nc1cccc(F)c1)c1ccc(S(=O)(=O)N2CCCC2)cc1
  6	1.4	.	17	-9	93	3	1761	13	13	2
> O=C(NNC(=O)c1ccc([N+](=O)[O-])o1)c1ccccc1
  0	-0.3	.	14	12	90	-2	1450	0	.	-5
> COc1ccc(Br)cc1CN(C)C(=O)c1ccc2c(c1)NC(=O)C(C)S2 (stereo not drawn)
  -3	2.1	0.47	4	3	105	9	1445	-1	-9	4
> Cc1cc(C)c2nc(N3CCCN(C(=O)c4ccco4)CC3)c(C#N)cc2c1
  8	3.6	-0.8	4	-3	100	5	1677	5	4	9
> COc1ccc(Cl)cc1C(=O)Nn1c(C)nc2ccccc2c1=O
  0	4.3	0.65	6	-6	97	-2	1567	2	-32	-7
> O=C(CCl)NN=C(c1ccccc1)c1ccccc1
  -3	2.0	-0.57	4	20	97	7	1294	0	-2	1
